# 14-3-3g Raf: alters human 14-3-3 gamma binding to Raf peptide; FP, 14-3-3gamma / TMR-pS259-Raf peptide binding; inhibition, % at 40 µM; 0.19% of 160,000 active; AID 422; in the data active = inhibition above about 30%;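 note: 0% = protein plus tracer without compound and 100% = blank with tracer alone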
# Target sequence (P61981 whole entry, looked up): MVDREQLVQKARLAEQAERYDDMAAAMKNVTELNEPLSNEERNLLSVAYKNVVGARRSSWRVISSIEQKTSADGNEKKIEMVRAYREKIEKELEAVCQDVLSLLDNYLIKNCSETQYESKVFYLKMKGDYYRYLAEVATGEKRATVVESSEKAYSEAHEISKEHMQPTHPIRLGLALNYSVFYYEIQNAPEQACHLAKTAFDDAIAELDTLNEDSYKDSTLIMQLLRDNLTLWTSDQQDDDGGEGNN
# Starred values were filed as active, the others as inactive; & = joins results of further samples. The list is partial; rates above refer to the full screens.
14-3-3g Raf,compound
4,Nc1cc(=O)[nH]c(SCC(=O)NCC2CCCO2)n1 (stereo not drawn)
0,CC(=O)c1cc2c(cc1NC(=O)CSc1nc3[nH]ncc3c(=O)n1-c1ccccc1)OCO2
-2,CCCCNC(=O)CS(=O)Cc1nc(-c2cccc(C)c2)oc1C (stereo not drawn)
3,Cc1nn(C(=O)c2ccccc2Br)c(C)c1Sc1ccccc1
-14,O=C(Nc1nc(-c2cccc3ccccc23)cs1)c1ccccc1Cl
-6,N#CCCN(C(=O)COC(=O)c1ccc2c(c1)NC(=O)CS2)c1ccc2c(c1)OCCO2
1,CC1=C(C(=O)OCC2CCCO2)C(c2ccc(C)s2)C2=C(CC(C)(C)CC2=O)N1 (stereo not drawn)
1,Cc1ccnc(NC(=O)CCCCC(=O)O)c1
-2,O=C(CSc1ncn[nH]1)c1cccc([N+](=O)[O-])c1
-18,COc1ccc(Cl)cc1C(=O)NCC(C)C
0,O=C(CSc1ncnc2nc[nH]c12)c1ccc2ccccc2c1
6,CCC1Oc2ccccc2N(CC(=O)Nc2ccc(OC)cc2OC)C1=O (stereo not drawn)
-20,O=C(CNc1ccc2c(c1)oc1ccccc12)c1ccc([N+](=O)[O-])cc1
3,CC1Cc2ccccc2N1C(=O)CCS(=O)(=O)c1cccs1 (stereo not drawn)
-3,O=C1NCC(COCC2CC=CCC2)O1 (stereo not drawn)
3,CC1=C(C(=O)OC2CCCC2)C(c2coc3ccc(C)cc3c2=O)C2=C(CC(c3cccs3)CC2=O)N1 (stereo not drawn)
3,COc1ccc(OC)c(C2C(C(=O)Nc3ccccc3OC)=C(C)Nc3nc(CCCO)nn32)c1 (stereo not drawn)
-1,CC(C)(C)NC[C@H](O)COc1nsnc1N1CCOCC1
2,COc1ccc(C(=O)O)cc1N1C(=O)C2C3C=CC(C3)C2C1=O (stereo not drawn)
0,O=c1[nH]n(CC2COC3(CCCCC3)O2)c(=O)c2ccccc12 (stereo not drawn)
-10,COc1ccc(C2C3=C(N=C4SCC(=O)N42)c2ccccc2CC3)cc1OC (stereo not drawn)
-9,CCOC(=O)CCCN1C(=O)c2cccc3cccc(c23)C1=O
0&17,O=C(O)C1CCCN(S(=O)(=O)c2ccc(Cl)s2)C1 (stereo not drawn)
-7,CCN1C(=O)c2ccccc2Sc2ccc(C(=O)NCCC3=CCCCC3)cc21
-1,COC(=O)C1C(=O)N2CCCSC2=C(C#N)C1c1cccs1 (stereo not drawn)
-9,CCOc1ccc(C(=O)Nc2ccc(-c3nc4cc(Cl)ccc4o3)cc2)cc1Cl
-12,CC(Oc1ccccc1)C(=O)N1CC(=O)Nc2ccc(Br)cc2C1c1ccc(F)cc1 (stereo not drawn)
-43,Cc1c(C(=O)Nc2ccc(Oc3ccccc3)cc2)oc2ccc(S(=O)(=O)N3CCCC3)cc12
3,CC(C)OCCCNS(=O)(=O)c1ccc2c(c1)CCN2C(=O)C1CCC1
-3,CC1CC(C)CN(S(=O)(=O)c2ccc(C(=O)Nc3nc4ccc(Cl)cc4s3)cc2)C1 (stereo not drawn)
-7,CCOC(=O)C(Cc1cc(C(C)=O)ccc1OC(C)C)C(=O)OCC
-5,COC(=O)C1=C(C)Nc2ncnn2C1c1ccccc1 (stereo not drawn)
-15,O=[N+]([O-])c1ccccc1C=CC1Nc2cccc3cccc(c23)N1
0,COc1ccccc1N1CCN(C2CCN(Cc3ccccc3F)CC2)CC1
-133,O=C(CSc1nc2ccc(NC(=O)c3ccccc3[N+](=O)[O-])cc2s1)NC1CC1
3,O=C(CCC1CCCC1)Nc1c2c(nn1-c1ccc(F)cc1)CS(=O)(=O)C2
-3,CC1(C)CC(=O)C(C(c2ccco2)C2C(=O)CC(C)(C)CC2=O)C(=O)C1
0,O=C(CN(c1ccccc1)S(=O)(=O)c1ccccc1)N1CCN(Cc2ccc3c(c2)OCO3)CC1
2,O=C(NCC1COc2ccccc2O1)C1CCCN(S(=O)(=O)c2cnc[nH]2)C1 (stereo not drawn)
-13,COC(=O)c1ccc(NC(=O)CSc2nnc(CNc3ccc(OC)cc3)n2C)cc1
1,CC1(C)C(=O)OC(c2ccccc2[N+](=O)[O-])C(C)(C)C1=O (stereo not drawn)
-5,CC(=O)Nc1nc2c(s1)C(=O)NCCC2
9,Oc1ccc2nc(Cc3ccccc3)[nH]c2c1
1&2,CCOC(=O)C1C(=O)NCC2CCCC21 (stereo not drawn)
1,CCOc1ccc(-n2nc(C(=O)Nc3ccc(C)cc3Br)c3ccccc3c2=O)cc1
0,Cc1ccc(-c2coc3cc4oc(=O)cc(C)c4cc23)cc1
-4,CS(=O)(=O)N1CCN(c2ccc([N+](=O)[O-])c(Sc3cccc4cccnc34)c2)CC1
-6,O=C(O)c1cccc(S(=O)(=O)NCc2cccs2)c1
-3,CCOc1ccc(OCc2ccc(C(=O)Nc3ccc(Cl)cn3)o2)cc1
-6,CCOc1ccc(-n2c(SCc3cccc(C)c3)nc3c(c2=O)SCC3)cc1
-6,Cc1ccccc1CSCC(=O)NC(=O)NC(C)(C)C
-1,Cc1cc(NC(=O)CSc2nc3ccccc3[nH]2)no1
4,Cc1ccc(Cn2ccc(NC(=O)c3c(-c4ccccc4Cl)noc3C)n2)cc1
-17,COc1ccc(CNCC2CCC(C(=O)O)CC2)cc1 (stereo not drawn)
-6,CCOc1cc(C2C3=C(CCCC3=O)NC3=C2C(=O)CCC3)cc(Cl)c1OC
10,COC(=O)c1ccc2c(=O)n(-c3ccc(C)c(F)c3)c(=S)[nH]c2c1
-3,Cn1nnc(NC(=O)c2ccco2)n1
2,CC(C)CN1C(=O)C(=O)/C(=C(/O)c2ccc(Cl)cc2)C1c1ccc(C(C)C)cc1 (stereo not drawn)
-4&-6,O=C(CSc1nc2c(c(=O)n1-c1ccc(Cl)cc1)SCC2)Nc1ccc2c(c1)OCCO2
-8,CC1=C(C(=O)OCCOC(C)C)C2(O)C(=O)c3ccccc3C2(O)N1 (stereo not drawn)

# Next part.
14-3-3g Raf,compound
-5,CCCS(=O)(=O)NCc1cn2c(C)csc2n1
5,COc1ccc(C2=NC(c3cccs3)NC(c3ccccc3O)C2)cc1 (stereo not drawn)
-62,CSc1ccc(C2Nc3cccc4cccc(c34)N2)cc1
-6,CCc1nnc(NC(=O)CSc2nnc(COc3ccccc3)n2Cc2ccccc2)s1
-14,Cc1ccc2oc(-c3cc(N=Cc4cc(Cl)cc([N+](=O)[O-])c4O)ccc3O)nc2c1
-3,CCN(CCCNC(=O)c1cn(C2CCCC2)c(=O)c2c1c1ccccc1n2C)c1cccc(C)c1
-7,O=C(CCl)Oc1cccc(NC2=NS(=O)(=O)c3ccccc32)c1
-8,C=CCN(CC=C)S(=O)(=O)c1ccc(C(=O)Nc2nc3c(s2)CCC3)cc1
-7,Cc1ccc(-c2nc(N)n(C(=O)Cc3ccccc3)n2)cc1
-3,O=C(O)CN1C(=O)CCS(=O)c2ccccc21 (stereo not drawn)
4,CCOc1ccc(-c2cc(C(=O)NCCC(C)C)c3ccccc3n2)cc1
-2,CN(CCc1ccccn1)c1ncnc2[nH]ncc12
-10,CN(c1ccccc1)S(=O)(=O)c1ccc(C(=O)Nc2nc(-c3nc4ccccc4s3)cs2)cc1
-2,CC(C)CCn1c(NCc2ccco2)nc2c1c(=O)[nH]c(=O)n2C
4,O=C1c2ccc([N+](=O)[O-])cc2C(=O)N1CCc1nc2ccccc2c(=O)o1
-1,Nc1nc(SCC(=O)O)n[nH]1
-1,CC(C)(C)OC(=O)NCC(=O)NCC(=O)OCc1ccccc1
-16,Cc1ccc(-c2nnc(Nc3ccc(C(N)=O)cc3)c3ccccc23)cc1S(N)(=O)=O
4&-6,O=C1CCSc2cccc3cccc(c23)N1
-3,CCC12CN3CC(CC)(CN(C1)C31C(=O)Nc3ccccc31)C2=O (stereo not drawn)
-14,CCc1cc2c(=O)c(Oc3ccccc3)c(C(F)(F)F)oc2c(CN(C)C)c1O
0,Cc1oc2nc(SCC(=O)NC3CCCCC3)nc(N)c2c1C
-10,COc1ccc(N=c2oc3ccc([N+](=O)[O-])cc3cc2C(=O)Nc2nccs2)cc1
2,Cc1ccc(C)c(S(=O)(=O)n2nnc3cc(Cl)ccc32)c1
-11,CCC(=O)O[C@@H]1CC(=O)O[C@H](C)CC=CC=C[C@@H](O)[C@H](C)C[C@H](CC=O)[C@H](O[C@H]2O[C@H](C)[C@@H](O[C@H]3C[C@@](C)(O)[C@@H](OC(=O)CC)[C@H](C)O3)[C@H](N(C)C)[C@H]2O)[C@H]1OC
-5,O=C(Nc1ccccc1C(=O)O)c1ccc(NC(=O)C(F)(F)F)cc1
1,COc1cc(OC)cc(C(=O)Nc2nc3ccc4ccccc4c3s2)c1
-5,CC1CC(C)CN(S(=O)(=O)N2CCCC(C(=O)NCCc3ccccc3)C2)C1 (stereo not drawn)
-3,CN1CCN(c2ccccc2NC(=O)CSc2cc(=O)n(C)c3ccccc23)CC1
7,c1ccc(C2Nc3ccccc3-c3nc4ccccc4n32)nc1 (stereo not drawn)
1,CCC(C)NC(=O)c1cc(CC(C)C)on1 (stereo not drawn)
-6,COc1ccc2[nH]c(I)c(CCNC(C)=O)c2c1
-10,CCn1ncc(C2=NOC(C(=O)Nc3ccc4c(c3)OCO4)C2)c1C (stereo not drawn)
-3,COCCN1CSC(=S)N(Cc2ccc(OC)cc2)C1
-6,CCOC(=O)N1CCC2(CC1)C(C#N)=C(N)Oc1c2sc2nc(C)cc(C)c12
-6,Cc1ccnc(NC(=O)c2c(O)c3cccc4c3n(c2=O)CC4)c1
1,COCc1nnc(NC(=O)c2cc(OC)c(OC)c(OC)c2)s1
-26,CC(NC(=O)c1cc(=O)[nH]c2ccc(S(=O)(=O)N(C)C3CCCCC3)cc12)c1ccccc1 (stereo not drawn)
-397,CCN(CC)c1ccc(C=CC23NC(=O)CCN2c2ccc(C)cc2C3(C)C)cc1 (stereo not drawn)
-1,CSc1ccc(C2C3=C(CCCC3=O)Nc3ccccc3N2C(=O)c2ccccc2)cc1 (stereo not drawn)
-26,CCOC(=O)C1=C(NC#N)OC(C)=C(C)C1c1ccc(O)cc1 (stereo not drawn)
2,CC(=O)c1ccccc1OC(=O)c1cccc2nc(C)oc12
5,CCS(=O)(=O)Nc1ccc(I)cc1
-20,O=C(CSC1CC(=O)N(c2cccc(Cl)c2)C1=O)Nc1ccc(Br)cc1 (stereo not drawn)
3,COC(=O)c1c(N)sc(C(=O)N2CCOCC2)c1C
-4,Cc1ccc(-c2nc(C)sc2CC(=O)NCc2ccco2)cc1
4,CC(=O)N1CCc2cc(Br)cc(S(=O)(=O)N3CCN(C4CCCC4)CC3)c21
5,Cc1sc2c(c1C)c(=O)n(CCc1ccccc1)c(=O)n2Cc1cccc([N+](=O)[O-])c1
-14,O=c1c2ccccc2c(=O)c2c1c(O)cc1oc3ccccc3[nH]c12
0,CCCc1nc(SCC(N)=O)[nH]c(=O)c1CC
-1,C#CCOc1ccc2c(c1)c(C(C)=O)c(C)n2-c1ccc(Br)cc1
-3,COc1ccc(OC)c(NC(=O)CSc2nnc(N)s2)c1
7,CC(C(=O)N1CCCc2c1c(=O)oc1ccc(O)cc21)N1CCCC1 (stereo not drawn)
24,Nc1ncc(C(F)(F)F)cc1Cl
-58,N#CCCN(CCC#N)S(=O)(=O)c1ccccc1
-4,Cc1nc(NC(=O)c2ccc(Br)s2)sc1C(=O)N(C)C
-3,O=C(NC(Cc1ccccc1)C(=O)O)c1ccc(S(=O)(=O)N2CCOCC2)cc1 (stereo not drawn)
-5,COc1ccc(CC(=O)Nc2ccc(-c3noc(C=Cc4ccccc4)n3)cc2)cc1
-7,CC1=C(C(=O)OCc2ccc3c(c2)OCO3)C(c2ccc(O)c([N+](=O)[O-])c2)NC(=O)N1 (stereo not drawn)
-6,O=C(NCc1cccnc1)c1noc2c1CCCC2

# Carrying on:
14-3-3g Raf,compound
-7,Cc1nc2cc(S(=O)(=O)C(F)(F)F)ccc2s1
-7,O=C(O)CN1CC(=O)N(C2CCCC2)C(c2cccc(F)c2)C1=O (stereo not drawn)
-13,CCC1CCCCN1C(=O)CCNC(=O)Cn1cnc2ccccc2c1=O (stereo not drawn)
-6,CCOc1cc(C(=S)N2CCOCC2)ccc1OC(=O)c1ccc([N+](=O)[O-])cc1
-2,Cc1cc(C(F)(F)F)n2nc(-c3ccc(C(C)(C)C)cc3)cc2n1
5,O=C(Nc1nc2ccccc2s1)c1cccc2ccccc12

# Given as comma-separated lines: entries from further up
mol,14-3-3g Raf
CC(=O)c1ccccc1OC(=O)c1cccc2nc(C)oc12,2
CCS(=O)(=O)Nc1ccc(I)cc1,5
O=C(CSC1CC(=O)N(c2cccc(Cl)c2)C1=O)Nc1ccc(Br)cc1 (stereo not drawn),-20
COC(=O)c1c(N)sc(C(=O)N2CCOCC2)c1C,3
Cc1ccc(-c2nc(C)sc2CC(=O)NCc2ccco2)cc1,-4
CC(=O)N1CCc2cc(Br)cc(S(=O)(=O)N3CCN(C4CCCC4)CC3)c21,4
Cc1sc2c(c1C)c(=O)n(CCc1ccccc1)c(=O)n2Cc1cccc([N+](=O)[O-])c1,5
O=c1c2ccccc2c(=O)c2c1c(O)cc1oc3ccccc3[nH]c12,-14
CCCc1nc(SCC(N)=O)[nH]c(=O)c1CC,0
C#CCOc1ccc2c(c1)c(C(C)=O)c(C)n2-c1ccc(Br)cc1,-1
COc1ccc(OC)c(NC(=O)CSc2nnc(N)s2)c1,-3
CC(C(=O)N1CCCc2c1c(=O)oc1ccc(O)cc21)N1CCCC1 (stereo not drawn),7
Nc1ncc(C(F)(F)F)cc1Cl,24
N#CCCN(CCC#N)S(=O)(=O)c1ccccc1,-58
Cc1nc(NC(=O)c2ccc(Br)s2)sc1C(=O)N(C)C,-4
O=C(NC(Cc1ccccc1)C(=O)O)c1ccc(S(=O)(=O)N2CCOCC2)cc1 (stereo not drawn),-3
COc1ccc(CC(=O)Nc2ccc(-c3noc(C=Cc4ccccc4)n3)cc2)cc1,-5
CC1=C(C(=O)OCc2ccc3c(c2)OCO3)C(c2ccc(O)c([N+](=O)[O-])c2)NC(=O)N1 (stereo not drawn),-7
O=C(NCc1cccnc1)c1noc2c1CCCC2,-6
Cc1nc2cc(S(=O)(=O)C(F)(F)F)ccc2s1,-7
O=C(O)CN1CC(=O)N(C2CCCC2)C(c2cccc(F)c2)C1=O (stereo not drawn),-7
CCC1CCCCN1C(=O)CCNC(=O)Cn1cnc2ccccc2c1=O (stereo not drawn),-13

# Bioassay records from PubChem BioAssay.
